# Source: PubChem BioAssay
# eIF4E 4G PPI = eIF4E–eIF4G protein interaction inhibitors, primary screen, biochemical, uHTS, TR-FRET, eIF4GI fragment. Eukaryotic translation initiation factor 4E (Mus musculus) + Eukaryotic translation …. TR-FRET eIF4E-eIF4GI(517-606) binding, 2 h. inhibition, % at 21.7 µM. hit rate 0.37% among 220,000;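 active = inhibition above about 30%, limit read from the data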;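 note: 0% = full FRET control wells and 100% = background wells lacking eIF4GI fragment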
# MDM2 E3 inh = MDM2-luciferase reporter signal enhancers, primary screen, MDM2 E3 ligase inhibitor project, cell-based, luminescence, 1536-well; E3 ubiquitin-protein ligase Mdm2 (Homo sapiens), Q00987; cell-based MDM2 ubiquitination luciferase reporter, 2 h; 0 = plate control, 100 = twice control, blank-subtracted; signal enhancement, % at 5 µM; hit rate 0.11% among 210,000;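 active = signal enhancement of 30% or more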;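 note: luminescence tracks abundance of the self-degrading MDM2-luciferase fusion protein; higher signal means inhibition of MDM2 E3 ligase activity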
# Target sequence (Q00987 whole entry, looked up, the tested form may be a part): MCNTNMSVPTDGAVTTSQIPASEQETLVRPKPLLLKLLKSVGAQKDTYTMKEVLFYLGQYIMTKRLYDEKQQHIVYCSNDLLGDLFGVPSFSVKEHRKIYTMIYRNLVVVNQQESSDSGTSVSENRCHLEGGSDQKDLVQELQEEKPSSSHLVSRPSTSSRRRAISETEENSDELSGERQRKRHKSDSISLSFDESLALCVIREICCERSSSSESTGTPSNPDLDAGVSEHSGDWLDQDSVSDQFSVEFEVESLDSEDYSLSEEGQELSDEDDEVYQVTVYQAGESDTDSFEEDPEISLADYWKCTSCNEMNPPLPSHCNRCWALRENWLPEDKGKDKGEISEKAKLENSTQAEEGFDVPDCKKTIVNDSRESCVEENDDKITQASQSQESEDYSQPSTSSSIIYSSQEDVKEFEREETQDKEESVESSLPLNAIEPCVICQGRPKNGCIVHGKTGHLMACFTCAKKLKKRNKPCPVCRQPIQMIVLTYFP
#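 System: stable MDM2–luciferase fusion reporter cells / Input: 2000 cells seeded into each well / Schedule: 4 h settle plus 2 h compound, 37 °C / Compound: single-point 5 µM / Buffer or medium: cells held in DMEM / Benchmarks: control and blank well means / Evaluation: percent signal gain over controls, blank-subtracted / Measured by: luciferase luminescence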
# BaF3 parental = parental Ba/F3 cell viability inhibition, counter-screen for JAK2V617F inhibitor project, murine pro-B, CellTiter-Glo luminescence; CellTiter-Glo ATP luminescence; inhibition, % at 5.6 µM; hit rate 1.1% among 220,000;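 active = inhibition above a per-campaign cutoff, the mean inhibition of all tested compounds plus 3 SD, cut at about 27% in these data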;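 note: 0% = DMSO wells and 100% = JAK Inhibitor I control wells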
# PERK inhibitor = block of dimerizer-induced PERK translation repression, primary screen, PERK inhibitor project, CHO PERK-DD cells, SEAP luminescence, HTS; inhibition, % at 5.6 µM; AID 1416, 2008; hit rate 0.17% among 220,000; CHO PERK-DD fusion, SEAP luminescence translation reporter;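 active = inhibition above the mean inhibition of all tested compounds plus 3 SD, set separately per screening campaign, cut at about 2.9% in these data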;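 note: PERK kinase domain activated by AP20187 dimerizer at 100 nM; 0% = DMSO with dimerizer and 100% = rapamycin at 8.4 µM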
# S1P4 antag = S1P4 receptor antagonists, primary screen, cell-based; AID 1510, 2009; inhibition, % at 4.98 µM; S1P4-expressing cells, antagonist mode, reporter read-out; Sphingosine 1-phosphate receptor 4 (Homo sapiens), O95977; hit rate 0.26% among 220,000; in the data active = inhibition above about 29%;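 note: 0% = wells stimulated with agonist and 100% = vehicle wells without agonist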
# Target sequence (O95977 whole entry, looked up): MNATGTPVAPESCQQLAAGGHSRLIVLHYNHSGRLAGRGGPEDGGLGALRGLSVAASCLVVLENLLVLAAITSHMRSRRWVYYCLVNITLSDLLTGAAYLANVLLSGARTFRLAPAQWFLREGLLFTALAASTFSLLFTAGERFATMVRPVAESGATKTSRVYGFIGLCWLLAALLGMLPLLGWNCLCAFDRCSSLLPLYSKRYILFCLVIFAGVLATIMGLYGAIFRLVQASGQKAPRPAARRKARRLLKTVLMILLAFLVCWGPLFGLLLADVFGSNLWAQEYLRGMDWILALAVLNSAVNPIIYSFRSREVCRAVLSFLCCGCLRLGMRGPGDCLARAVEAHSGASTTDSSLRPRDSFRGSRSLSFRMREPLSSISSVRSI
# NPY2 pot ag = NPY-Y2 potentiators or agonists, primary screen, cell-based; hit rate 0.45% among 220,000; cells expressing NPY-Y2, potentiator/agonist read-out; activation, % at 3.6 µM; in the data active = activation above about 27%;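 note: cells stimulated with NPY near EC25 plus isoproterenol at EC100; 0% = vehicle plus submaximal agonist and 100% = vehicle plus saturating agonist; some results beyond the cut were filed as inactive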
# S1P4 agonist = S1P4 receptor agonists, primary screen, cell-based; S1P4-expressing cell line, agonist reporter assay; AID 1509, 2009; hit rate 0.35% among 220,000; Sphingosine 1-phosphate receptor 4 (Homo sapiens), O95977; activation, % at 4.98 µM; in the data active = activation above about 11%;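 note: 0% = DMSO vehicle and 100% = reference agonist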
# Wee1 stabilizer = Wee1 degradation inhibitors, primary screen, cell-based, HeLa, Wee1K328M-luciferase, luminescence; HeLa Luc-Wee1K328M stability; 100% = proteasome inhibitor MG132 effect; reporter increase, % at 5 µM; hit rate 1.2% among 220,000; AID 1321, 2008;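 active = activation above the mean of all tested compounds plus 3 SD, set per screening run, cut at about 8.8% in these data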;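 note: cells exposed to compound for 20 h before luminescence read; 0% = DMSO alone and 100% = MG132 at 30 µM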
# Ba/F3 V617F tox = reduced viability of JAK2V617F-dependent Ba/F3 cells, primary screen, JAK2V617F inhibitor project, cell-based, Ba/F3 EpoR-JAK2V617F, luminescence; ATP luminescence; hit rate 1.1% among 220,000; AID 1446, 2008; inhibition, % at 5.6 µM;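 active = inhibition above the campaign mean plus 3 SD over all tested compounds, cut at about 24% in these data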;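 note: cytokine-independent growth of Ba/F3 cells driven by EpoR plus mutant JAK2; 0% = DMSO-treated cells and 100% = JAK inhibitor I control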
# * marks the source's active call; other numbers are inactive results; . = no result given; [ ] = remark or other dose.
nr	Structure	Wee1 stabilizer	MDM2 E3 inh	PERK inhibitor	S1P4 agonist	NPY2 pot ag
1	CCCCOc1ccc(C(=O)Nc2cccc(C)n2)cc1	0	-57	0.2	-0.7	5
2	Cc1cc(/C=C(/C#N)c2cccc(Cl)c2)c(C)n1C	0	-2	0.7	1.3	10
3	O=c1c2ccccc2nc(-c2ccccc2)n1Cc1ccccc1	1	-7	-0.1	-1.4	-4
4	Cc1cc(C)n(CCN(C)c2nc3nonc3nc2NC2CC2)n1	-1	-10	0.5	3.2	7
5	COc1ccc(NC(=O)CN2CCN(S(=O)(=O)c3ccc(Cl)cc3)CC2)cc1	-1	-3	0.4	1.5	5
6	Cc1nn(-c2ccccc2)c2sc(C(=O)NCCN3CCOCC3)cc12	2	-12	-0.3	-0.9	-4
7	Cc1cc(=O)oc(C)c1C(=O)NCCCN1CCN(c2ccc(F)cc2)CC1	0	-3	0.2	-2.2	8
8	CCCc1ccc(OCC(=O)NNC(=S)NC(=O)c2ccco2)cc1	1	.	0.3	0.8	-18
9	CC1(C)C2CC=C(/C=N/NC(=O)c3ccc(O)cc3)C1C2 (centres undefined)	3	-1	0.5	0.8	16
10	COc1ccccc1-n1c(-c2cc(-c3ccco3)[nH]n2)n[nH]c1=S	2	-9	1.2	0.8	-10
11	COC(=O)c1c(NC(=O)CC2Sc3ccc(C(F)(F)F)cc3NC2=O)sc(C)c1C (centres undefined)	-2	-1	0.3	1.8	-7
12	CCOC(=O)CCCCC(=O)c1[nH]c(=O)[nH]c1CSc1nc(C)cc(C)n1	-2	-16	0.2	2.4	-19
13	CCCCCCCn1c(=N)n(CC(O)c2ccco2)c2ccccc21 (centres undefined)	-1	-16	-0.9	-1.9	-34
14	CC(=O)Nc1ccc(/C(C)=N/NS(=O)(=O)c2ccc(C)cc2)cc1	1	-7	0.9	-0.8	15
15	CCN1CCN(CC(=O)N2N=C(c3cccs3)CC2c2ccc(F)cc2)C(=O)C1=O (centres undefined)	-1	3	2.0	1.7	7

nr	S1P4 antag	Ba/F3 V617F tox	BaF3 parental	eIF4E 4G PPI
1	-17	-3	-1	0
2	-5	-2	7	5
3	-14	0	6	2
4	-20	1	9	-1
5	1	0	7	1[fluorescence artefact?]
6	-2	6	7	.
7	-11	1	7	4
8	-10	-4	-2	22[fluorescence artefact?]
9	-31	-2	5	0
10	9	-1	1	-7
11	-3	0	2	-2
12	-4	1	1	5
13	12	5	8	0
14	-16	3	5	-5
15	-11	1	4	3

# Remaining list, next part
nr	Structure	Wee1 stabilizer	MDM2 E3 inh	PERK inhibitor	S1P4 agonist	NPY2 pot ag
16	O=C1C=C(NC2=CC3OC(c4ccccc4)OCC3OC2=O)CCC1 (centres undefined)	1	-12	0.3	-0.6	2
17	COc1ccc(C(=O)N2CCC(n3nnc4cc(F)ccc43)CC2)cc1OC	2	-12	0.2	0.0	-3
18	OC(c1ccc2c(c1)OCO2)c1nccc2ccccc12 (centres undefined)	-3	7	1.2	2.5	17
19	CC(OC(=O)c1ccc([N+](=O)[O-])s1)C(=O)Nc1ncc(Cl)cc1Cl (centres undefined)	1	8	0.6	-0.7	-1
20	O=C(O)CSc1nc2ccccc2o1	-3	-12	0.9	-0.1	-2
21	CCOC(=O)c1ccc(NC(=O)CC2SC(=NC)N(C)C2=O)cc1 (centres undefined)	-2	1	-0.9	0.4	1
22	Cc1ccc(NC(=S)NCCC(c2ccccc2)c2ccccc2)c(C)c1	-1	-4	0.5	1.6	-14
23	COc1ccc(C(=O)CCNc2ccc3c(c2)OCCO3)cc1	3	-29	0.9	-0.2	9
24	Cc1cc(Cl)c2ccc3ccccc3c2n1	0	2	0.4	0.6	-3
25	Cc1ccccc1N1CCN(CCCCN2C(=O)C3CCCN3C2=O)CC1 (centres undefined)	-3	-7	-1.3	-0.5	1
26	COc1cc(NC(=S)NCCO)c(OC)cc1Cl	1	-9	0.6	1.4	-6
27	Cc1c(C)n(CC(O)CN(CCO)CCO)c2ccccc12 (centres undefined)	-5	-4	-0.3	-1.0	5
28	Cc1ccc(Cl)cc1N1CCN(C(=O)Cc2ccc(-n3c(=O)[nH]c4ccsc4c3=O)cc2)CC1	1	2	1.2	2.8	8
29	Cn1c(SCC(=O)NC2CCCCC2)nnc1-c1cc2ccccc2o1	2	9	-1.0	-3.8	-18
30	CN(CC(=O)NCc1ccccc1Cl)CC(=O)Nc1cccc(F)c1	0	-88	0.6	-3.2	1

nr	S1P4 antag	Ba/F3 V617F tox	BaF3 parental	eIF4E 4G PPI
16	-15	0	7	0
17	5	-2	2	7
18	6	-3	1	-5
19	3	0	-3	-1
20	-41	-3	2	-7
21	-18	-1	-1	0
22	-1	-1	5	2
23	11	0	0	9
24	-13	0	3	7
25	-6	-3	1	6[fluorescence artefact?]
26	-10	-3	6	-1
27	-11	2	10	-1
28	-16	-1	6	-3
29	-5	0	7	4
30	5	5	2	3

# Following part
nr	Structure	Wee1 stabilizer	MDM2 E3 inh	PERK inhibitor	S1P4 agonist	NPY2 pot ag
31	COC(=O)C1=C(C)NC(=S)NC1c1sccc1C (centres undefined)	-3	-16	0.7	2.2	9
32	Cc1cccc(NC(=O)c2oc3ccc(S(=O)(=O)N4CCOCC4)cc3c2C)c1C	-3	-3	-0.8	0.7	16
33	CCn1nc(C(=O)OCC(=O)N2CC(=O)Nc3ccccc32)c2ccccc2c1=O	-3	-8	1.4	-0.3	4
34	Cc1nn2c(-c3ccccn3)ccnc2c1Br	0	-15	0.9	0.2	-3
35	COc1ccc2sc(N3C(=O)C4CC=C(C)CC4C3=O)nc2c1 (centres undefined)	-2	-18	-0.7	0.5	8
36	O=C(Nc1nccs1)c1ccc(Br)c(S(=O)(=O)N2CCOCC2)c1	-2	-1	-1.2	4.6	-1
37	COc1ccc(C2C(C(=O)NCC3CCCO3)CCC(=O)N2c2ccc3c(c2)OCO3)cc1 (centres undefined)	-3	-4	0.2	0.5	13
38	CC(=O)Nc1cccc(C2=CC(c3ccco3)n3ncnc3N2)c1 (centres undefined)	5	-13	0.0	1.1	10
39	CCOC(=O)C(NC(C)=O)C(OC(C)=O)c1cccc([N+](=O)[O-])c1 (centres undefined)	1	-7	2.1	-1.7	-1
40	CCCCCCCSc1nsc(N)n1	-1	.	1.3	1.5	-11
41	COc1cc2ccccc2cc1-c1nnc(COc2ccccc2)o1	-3	1	1.1	-3.1	-8
42	CC1C/C(=N/N=C2/NC(=O)CS2)CC(C)(C)C1 (centres undefined)	-4	-19	1.4	0.7	2
43	CC1(C)CC(=O)C(=CN2CCN(C(=O)c3ccco3)CC2)C(=O)C1	0	-21	-0.4	-2.0	-16
44	COc1cccc(CN2C(=O)C3(C(C#N)=C(N)OC4=C3C(=O)CCC4)c3ccccc32)c1 (centres undefined)	-3	-14	0.1	0.2	18
45	COc1ccc([N+](=O)[O-])cc1N(CC(=O)O)S(C)(=O)=O	2	-13	1.1	0.2	-11

nr	S1P4 antag	Ba/F3 V617F tox	BaF3 parental	eIF4E 4G PPI
31	-24	0	6	2
32	-12	-1	1	4
33	12	0	2	1
34	-4	-3	2	16
35	-15	-1	4	1[fluorescence artefact?]
36	-18	4	4	-5
37	-22	-1	5	1[fluorescence artefact?]
38	8	3	6	1
39	-12	-1	7	-15[fluorescence artefact?]
40	-12	-1	2	1
41	-10	-5	4	2
42	9	2	5	11[fluorescence artefact?]
43	14	2	4	-14
44	-22	72*	89*	-3[fluorescence artefact?]
45	-6	3	6	5

# The list goes on:
nr	Structure	Wee1 stabilizer	MDM2 E3 inh	PERK inhibitor	S1P4 agonist	NPY2 pot ag
46	Cc1c(C(=O)Oc2ccc(F)cc2)sc2ncn(Cc3cccc(F)c3)c(=O)c12	-1	2	0.7	1.0	12
47	CC(=O)NC1CC2CCCC(C1)N2C(=O)Nc1ccc(Cl)c(C(F)(F)F)c1 (centres undefined)	-1	3	1.7	-0.6	0
48	COc1ccccc1N1CCN(Cc2ccc(OC)c3ccccc23)CC1	-3	-12	-0.3	1.1	-31
49	COc1cccc(NC(=O)COC(=O)Cc2ccccc2[N+](=O)[O-])c1	-2	6	-0.4	-3.0	11
50	COc1cc2c(cc1NC(=O)c1cccc(S(=O)(=O)N(C)C)c1)oc1ccccc12	1	5	-0.9	1.7	-1
51	Cn1c(=O)c2c(-c3ccc(OC(F)F)cc3)cc(-c3ccccc3)nc2n(C)c1=O	-2	.	1.6	2.1	-16
52	Cc1ccc([N+](=O)[O-])cc1NC(=O)Nc1ccc(S(N)(=O)=O)cc1	7	-14	-0.4	0.1	6
53	COc1ccc(-n2c(=S)[nH]c3cc(C(=O)Nc4cc(OC)c(OC)c(OC)c4)ccc3c2=O)c(OC)c1	1	7	2.0	1.6	-6
54	CCN(CC)C(=O)C(C)N(C#N)c1nc(Cl)nc(N(C)C)n1 (centres undefined)	-3	-6	1.2	0.3	11

nr	S1P4 antag	Ba/F3 V617F tox	BaF3 parental	eIF4E 4G PPI
46	-9	-4	1	3
47	12	3	6	-10
48	-8	27*	1	2
49	-13	-5	0	0
50	-22	-2	7	-1
51	-5	-2	-4	7
52	9	0	2	1
53	-8	2	4	-2
54	16	-3	-1	3

# Structural class, the entries above containing a furan ring, fused or not (8)
nr	Structure	Wee1 stabilizer	MDM2 E3 inh	PERK inhibitor	S1P4 agonist	NPY2 pot ag
8	CCCc1ccc(OCC(=O)NNC(=S)NC(=O)c2ccco2)cc1	1	.	0.3	0.8	-18
10	COc1ccccc1-n1c(-c2cc(-c3ccco3)[nH]n2)n[nH]c1=S	2	-9	1.2	0.8	-10
13	CCCCCCCn1c(=N)n(CC(O)c2ccco2)c2ccccc21 (centres undefined)	-1	-16	-0.9	-1.9	-34
29	Cn1c(SCC(=O)NC2CCCCC2)nnc1-c1cc2ccccc2o1	2	9	-1.0	-3.8	-18
32	Cc1cccc(NC(=O)c2oc3ccc(S(=O)(=O)N4CCOCC4)cc3c2C)c1C	-3	-3	-0.8	0.7	16
38	CC(=O)Nc1cccc(C2=CC(c3ccco3)n3ncnc3N2)c1 (centres undefined)	5	-13	0.0	1.1	10
43	CC1(C)CC(=O)C(=CN2CCN(C(=O)c3ccco3)CC2)C(=O)C1	0	-21	-0.4	-2.0	-16
50	COc1cc2c(cc1NC(=O)c1cccc(S(=O)(=O)N(C)C)c1)oc1ccccc12	1	5	-0.9	1.7	-1

nr	S1P4 antag	Ba/F3 V617F tox	BaF3 parental	eIF4E 4G PPI
8	-10	-4	-2	22[fluorescence artefact?]
10	9	-1	1	-7
13	12	5	8	0
29	-5	0	7	4
32	-12	-1	1	4
38	8	3	6	1
43	14	2	4	-14
50	-22	-2	7	-1
